HGIII-sPLA2 inh – Inhibits HGIII-sPLA2 liposome hydrolysis, primary screen; QFRET BODIPY PC-A2 liposome hydrolysis, fluorescence; inhibition, % at 12.2 µM; hit rate 0.56% among 370,000; AID 743126;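 active means inhibition above mean plus 3 SD of compounds lying within the high and low control bounds, cut at about 19% in these data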;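 further: 0% = median of test compound wells and 100% = no enzyme DMSO wells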
ADAM10 inh – inhibits human ADAM10; O14672; recombinant ADAM10, EDANS/DABCYL FRET peptide cleavage, 3 h; inhibition, % at 7 µM; hit rate 0.62% among 370,000;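 active means inhibition above a per-campaign cutoff equal to the mean of compounds falling between control-based bounds plus 3 SD, cut at about 20% in these data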;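 further: 0% = DMSO wells while the 100% control is not disclosed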
PLCg1 inh – PLC-gamma1 (human) inhibition, primary screen. purified PLC-gamma1, fluorogenic substrate, fluorescence. inhibition, % at 12.2 µM. hit rate 0.84% among 370,000; in the data active means inhibition above about 9.5%
ADAM17 inh – ADAM17 inhibition, QFRET primary screen | P78536 | recombinant ADAM17, EDANS/DABCYL FRET peptide cleavage | inhibition, % at 6.95 µM | hit rate 0.83% among 370,000;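 active means inhibition above the mean of compounds lying between control limits plus 3 SD, set per campaign, cut at about 8.5% in these data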;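 further: 0% = DMSO-only wells as the low control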
Target sequence (P78536 215-824 limits assumed): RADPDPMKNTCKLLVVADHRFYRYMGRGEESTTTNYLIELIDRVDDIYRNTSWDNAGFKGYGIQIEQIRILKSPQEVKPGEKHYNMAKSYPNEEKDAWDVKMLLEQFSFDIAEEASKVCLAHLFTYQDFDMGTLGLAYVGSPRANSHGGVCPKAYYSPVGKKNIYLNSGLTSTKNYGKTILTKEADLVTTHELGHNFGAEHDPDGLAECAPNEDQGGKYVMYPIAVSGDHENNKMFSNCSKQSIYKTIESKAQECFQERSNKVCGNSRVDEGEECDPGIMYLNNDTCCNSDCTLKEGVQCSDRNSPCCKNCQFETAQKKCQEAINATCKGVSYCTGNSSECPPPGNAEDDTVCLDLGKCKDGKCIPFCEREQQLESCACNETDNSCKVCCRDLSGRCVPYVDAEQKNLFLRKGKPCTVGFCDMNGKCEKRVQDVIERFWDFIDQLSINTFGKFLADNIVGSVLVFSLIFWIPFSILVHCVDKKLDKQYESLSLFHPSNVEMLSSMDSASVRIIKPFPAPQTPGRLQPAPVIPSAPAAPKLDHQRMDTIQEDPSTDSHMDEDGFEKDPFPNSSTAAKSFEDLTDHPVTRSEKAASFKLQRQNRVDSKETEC
DAX1 inh-1 – inhibits human nuclear receptor DAX1; AID 504766; hit rate 0.99% among 340,000; HEK293 Gal4-DAX1 luciferase reporter, luminescence; inhibition, % at 6.75 µM; P51843;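 active means inhibition above the mean over all tested compounds plus 3 SD, cut at about 4.2% in these data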;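 further: 0% = DAX1-transfected cells with DMSO and 100% = empty-vector control cells with DMSO; inhibition shows as a rise in luminescence from relieved DAX1 repression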
Target sequence (P51843 207-470 limits assumed): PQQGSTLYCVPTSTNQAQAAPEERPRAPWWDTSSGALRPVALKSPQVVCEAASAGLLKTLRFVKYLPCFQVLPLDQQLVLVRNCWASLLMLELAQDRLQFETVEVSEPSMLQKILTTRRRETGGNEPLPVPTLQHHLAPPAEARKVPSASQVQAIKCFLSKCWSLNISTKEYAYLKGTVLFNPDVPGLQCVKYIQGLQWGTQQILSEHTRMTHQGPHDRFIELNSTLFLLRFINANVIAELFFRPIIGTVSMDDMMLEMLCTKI
PLCb3 inh – inhibitors of human phospholipase C beta3; Q01970; Purified PLC-beta3, fluorogenic substrate, fluorescence; inhibition, % at 12.2 µM; hit rate 0.18% among 370,000; AID 720704; in the data active means inhibition above about 11%;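 further: 0% = median of compound wells on plate and 100% = full blocker control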
ssDAF-12 act – S. stercoralis DAF-12 activation, primary screen | HEK293 ssDAF-12/GRIP1 lit1-tk-luc reporter, luminescence; % of 3 µM dafachronic acid response | activation, % at 6.8 µM | hit rate 1% among 370,000 | AID 652126;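 active means activation above the mean over all tested compounds plus 3 SD, cut at about 0.9% in these data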;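 further: 0% = DMSO-only wells and 100% = 3 µM delta7-dafachronic acid wells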
DAX1 inh-2 – blocks DAX1 repression of SF-1 activated StAR promoter; inhibition, % at 6.8 µM; hit rate 1.1% among 370,000; HEK293T StAR-luciferase reporter, SF-1/DAX-1 repression relief; AID 652010;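 active means inhibition above the mean over all tested compounds plus 3 SD, cut at about 3.6% in these data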;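 further: 0% = DAX-1 cells with DMSO and 100% = cells lacking DAX-1 with DMSO; higher inhibition means more luminescence from relief of DAX-1 repression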
FXN GAA850 act – increases GAA850 frataxin promoter reporter activity; HEK293 lucGAA850 FXN promoter luciferase reporter, 24 h; percent of 10 µM SAHA response; activation, % at 6 µM; AID 540364; hit rate 0.56% among 360,000;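 active means activation above the average of all compounds screened plus 3 SD, cutoff fixed separately per campaign, cut at about 7.5% in these data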;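 further: 0% = DMSO wells and 100% = 10 µM SAHA wells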
hgDAF-12 ag – hgDAF-12 agonism, primary luciferase screen; HEK293 GAL4-hgDAF12 UAS-luciferase reporter, agonist luminescence; normalized to butyrate control; hit rate 1.8% among 370,000; activation, % at 6.8 µM;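 active means activation above a cutoff set at the mean of all screened compounds plus 3 SD, cut at about 10% in these data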;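 further: 0% = DMSO wells and 100% = sodium butyrate wells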
hcDAF-12 act – activates DAF-12 receptor from parasite H. contortus | AID 652067 | activation, % at 6.8 µM | hit rate 1.4% among 370,000 | HEK293 hcDAF-12 lit1-tk-luc reporter, luminescence; 0% DMSO, 100% Δ7-dafachronic acid;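 active means activation above the mean of all tested compounds plus 3 SD, cut at about 5.5% in these data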;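 further: 100% = response to 3 µM Δ7-dafachronic acid high control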
Starred values were filed as active, the others as inactive; · = no result given; & = joins results of further samples.

SMILES	HGIII-sPLA2 inh	ADAM10 inh	PLCg1 inh	ADAM17 inh	DAX1 inh-1	PLCb3 inh	ssDAF-12 act	DAX1 inh-2	FXN GAA850 act	hgDAF-12 ag	hcDAF-12 act
C/C(CC(=O)N1CCN(C=O)CC1)=N\NC(=O)c1ccc(Br)cc1	2	-5	-4	0	-0.3	-1	-1.1	-0.3	0.8	1.9	-0.3
O=C(CSc1nnc2c(n1)[nH]c1ccccc12)Nc1ccc(S(=O)(=O)Nc2ncccn2)cc1	-11	-3	-2	-3	0.3	-7	-0.5	0.9	-0.9	0.6	-1.4
O=C(NCC1CCCCC1)c1cc([N+](=O)[O-])ccc1Cl	-1	3	3	0	-0.6	-7	-1.1	-0.5	-1.5	0.0	1.4
Cc1cccc(C)c1NC(=O)C(c1ccccc1)N1CCOCC1 (centres undefined)	4	5	5	1	0.2	2	-0.4	-0.1	0.7	2.0	0.2
CCc1ccc2[nH]c(=O)c(CN(CCN(CC)CC)C(=O)NC3CCCCC3)cc2c1	-10	-36	-1	-13	0.2	0	-1.0	0.2	-0.5	-1.5	-1.7
Cc1cc(NC(=O)NN2CCOCC2)nn1-c1c(Cl)cccc1Cl	18	-4	2	-6	2.2	-3	-1.6	0.3	0.0	3.2	0.5
O=C(Nc1ccc2c(c1)OCO2)C(c1ccccc1)N1CCCCC1 (centres undefined)	13	12	4	6	-0.3	4	-1.5	0.6	-2.5	-0.5	-0.5
O=C1Nc2ccccc2N=C(c2ccccc2)C1N1CCOCC1 (centres undefined)	2	10	3	-1	1.5	7	-1.0	-0.5	-0.8	0.3	1.0
Cc1cc(Cl)ccc1NC(=O)CN1C(=O)NC2(CCCC2)C1=O	2	5	2	2	2.1	-2	-1.6	-0.1	0.2	0.8	-2.2
CCCCC1(C)NC(=O)N(CC(=O)Nc2ccc(Cl)cc2C)C1=O (centres undefined)	8	2	3	3	0.3	7	-0.9	-0.4	2.2	1.2	-0.7
COc1ccccc1CNS(=O)(=O)N(C)C	17	-11	1	-12	1.3	2	-0.4	-0.2	-1.4	-2.8	0.2
O=C(C[n+]1ccc(Cc2ccccc2)cc1)Nc1ccccc1	1	1	2	-2	0.7	3	-1.1	0.1	1.6	-1.6	-1.9
Cc1nnc2ccc(N3CCCC3)nn12	2	-7	-3	-5	0.6	-1	-0.8	0.5	-1.2	1.8	-1.9
O=C1CCc2cc(Br)ccc2O1	-4	3	-2	1	2.2	1	-0.5	-0.6	0.3	-0.3	-0.6
C[C@@H]1CN([C@H](C)CO)C(=O)CCCn2cc(nn2)CO[C@H]1CN(C)C(=O)C1CC1	4	-10	0	-3	0.5	5	-1.3	0.6	1.5	-0.7	-0.2
COc1ccc(OC)c(-c2cc(C(=O)Nc3c(C)nn(Cc4ccccc4)c3C)no2)c1	2	-8	-7	3	-1.5	-13	-2.0	-0.6	7.8*	-6.1	-3.0
CCCn1nc(-c2ccccc2)c2nc3ccccc3nc21	-1	-17	-73	-6	·	-72	-1.2	0.1	·	1.2	0.1
CC(C)(C)n1cnc2cc(NCc3ccccc3O)ccc21	-13	-10	-16	-7	0.4	-23	-0.1	0.5	2.4	4.5	1.9
COc1cccc2cc(C(C)N(CCCN3CCOCC3)C(=S)Nc3ccc(C)c(C)c3)oc12 (centres undefined)	9	7	8	-10	-0.3	2	-1.1	-0.2	0.9	0.4	0.1
CC(C)n1cnnc1SCC(=O)Nc1cccnc1Cl	-3	4	0	3	0.9	-6	-0.9	0.3	0.3	0.5	-0.8

The last two records of the section before lead into the next.
SMILES	HGIII-sPLA2 inh	ADAM10 inh	PLCg1 inh	ADAM17 inh	DAX1 inh-1	PLCb3 inh	ssDAF-12 act	DAX1 inh-2	FXN GAA850 act	hgDAF-12 ag	hcDAF-12 act
COc1cccc2cc(C(C)N(CCCN3CCOCC3)C(=S)Nc3ccc(C)c(C)c3)oc12 (centres undefined)	9	7	8	-10	-0.3	2	-1.1	-0.2	0.9	0.4	0.1
CC(C)n1cnnc1SCC(=O)Nc1cccnc1Cl	-3	4	0	3	0.9	-6	-0.9	0.3	0.3	0.5	-0.8
CCOC(=O)/C(C(N)=NC)=C(\O)c1ccccc1	11	1	-3	-5	1.0	0	-1.3	0.1	-0.3	2.3	-1.1
O=C(OCc1ccccc1)N1CCC2CC1c1cc(N3CCNCC3)ccc12 (centres undefined)	15	-7	3	2	-0.8	1	-0.8	-1.6	0.5	6.3	1.4
O=C(O)c1ccc(-n2cc(-c3cc4ccccc4oc3=O)[nH]c2=S)cc1	8	-262	-75	-79	0.5	-93	-1.9	-1.1	-6.8	-3.4	-1.0
Cc1oc(C(C)(C)C)cc1C(=O)Nc1cccc(/C=C\C(=O)O)c1	-18	-5	-3	-4	0.1	0	-1.0	0.7	2.2	3.2	0.4
CC(C)Oc1ccc2ccccc2c1CNC[C@H]1O[C@@H](n2cnc(C(N)=O)n2)[C@H](O)[C@@H]1O	15	-4	1	-2	-0.8	4	-1.0	0.7	0.3	-1.3	-0.3
CCOC(=O)C1C(=O)CC(=O)C(C(=O)OCC)C1c1ccc(O)cc1 (centres undefined)	-18	-8	-10	-2	3.2	-8	-1.4	0.6	-0.1	-1.3	-2.9
Cc1cc(C)n(CC(=O)NC2C(=O)N3C(C(=O)O)=C(CSc4nnc(C)s4)CSC23)n1 (centres undefined)	9	-11	0	-8	-1.7	-6	-1.1	0.1	-0.5	0.4	-1.4
O=S1(=O)c2c(cccc2N2CC[C@@H](O)C2)O[C@@H]2CCN1C2	2	-5	-2	-5	·	-2	-0.8	-0.9	·	2.3	1.5
COc1cc(C(=O)OCC(=O)Nc2cc(S(=O)(=O)N3CCOCC3)ccc2C)ccc1OCC(C)C	-22	8	-1	-1	-1.0	-2	-1.0	0.5	1.4	2.1	-1.1
O=C(CC1C[C@H](C(=O)N2CCOCC2)[C@@]2(CCC3CCCC3)c3[nH]c4ccccc4c3CCN2C1=O)NCC12CC3CC(CC(C3)C1)C2 (some centres undefined)	11	-12	0	-2	-0.1	0	-0.7	-0.6	0.1	0.0	-1.2
COc1ccc(CNC(=O)CN(C(=O)c2snc(C(N)=O)c2N)c2cccc(F)c2)cc1	0	-20	-14	-9	-1.5	-20	-1.7	-0.2	0.1	-2.6	-0.7
Cc1ccc2cc(/C=N/NC(=O)CN3CCOCC3)c(Cl)nc2c1	-3	4	4	5	-0.3	7	-0.9	0.5	0.3	1.4	0.1
Cc1ccc(NC(=S)N2CCN(S(=O)(=O)c3ccc(C)cc3)CC2)cc1	5	-4	-4	0	0.4	-2	-1.0	0.7	0.5	0.6	-1.6
Cc1ccc(C)c(NC(=O)CN(C)C(=O)c2cccc(S(=O)(=O)N3CCCC3)c2)c1	12	-4	-2	2	-0.4	-7	-0.5	-1.0	0.1	-1.1	-1.0
CCOC(=O)C(=O)NNc1ccccc1C	-5	-7	2	2	2.1	3	-0.5	0.5	0.4	-1.5	2.8
COc1ccc(CSc2nc(C)[nH]c2[N+](=O)[O-])cc1[N+](=O)[O-]	-5	-4	0	-4	0.4	-9	-1.0	-0.5	-0.8	-0.5	-0.2
Cc1cc(C(=O)NNC(=O)c2sccc2C)c(C)o1	2	-4	-1	-1	0.6	-6	-0.1	4.3*	3.3	2.9	0.9
O=C(NCC(=O)N1CCN(c2ccccc2O)CC1)c1ccc2ccccc2c1	-8	5	0	1	0.7	-9	-0.5	-0.1	2.7	0.3	6.1*
O=C(NC(=S)Nc1cccc(O)c1)c1cncc(Br)c1	13	-1	0	-3	2.3	-5	-1.5	-0.3	1.9	0.9	0.2
CC(C)CCN1C(=O)c2ccccc2C1C(=O)NCc1cccnc1 (centres undefined)	0	0	0	-3	1.2	2	-0.3	0.0	2.6	0.5	-1.5
O=c1[nH]c(C2CCN(S(=O)(=O)c3ccccc3C(F)(F)F)CC2)nc2c1nnn2Cc1ccccc1	-32	3	2	5	-0.7	-9	-1.4	-0.2	0.5	-0.9	-2.4
O=S1(=O)N[C@@H](Cc2ccccc2)COc2cccc(N3CCC[C@@H]3CO)c21	5	-13	-1	5	·	-2	-1.1	-0.8	·	0.6	-0.9
CC(OC(=O)C1=COCCO1)C(=O)NC1CCCCC1C (centres undefined)	14	-9	2	-6	-0.5	-5	-1.7	0.0	1.2	-2.8	0.3
CC(c1ccccc1)N1CC(C(=O)N2CCN(c3ccccc3)CC2)CC1=O (centres undefined)	-1	-11	2	0	0.7	4	-1.6	-0.7	2.0	0.1	2.9
O=S(=O)(c1ccc2c(c1)OCCO2)N1CCN(S(=O)(=O)c2c(F)cc(F)cc2F)CC1	1	4	2	-2	-0.5	4	-0.5	0.0	-2.2	-1.4	0.4
C=CCOc1ccc(C2C(C#N)=C(N)N(N(C)C)C3=C2C(=O)CCC3)cc1 (centres undefined)	7	-11	-3	-3	1.9	-9	-1.6	0.1	1.0	-1.6	-2.5
COc1ccccc1NC(=O)c1ccc(-c2ccccc2[N+](=O)[O-])o1	-14	4	-1	3	1.2	2	-0.8	1.9	4.0	7.2	2.1
Cc1ccc2c(c1)N(CC(=O)NCCCN1CCCCC1)C(=O)CO2	-6	2	1	-2	-0.9	-5	-0.2	0.1	-0.9	1.1	-1.5
CCCOC(=O)c1cc(=O)[nH]c2ccccc12	2	-70	-67	-24	0.0	-81	-1.7	-1.1	-0.1	-0.3	-1.0
Cc1ccc(NS(=O)(=O)c2c(C)[nH]c(C)c2C(=O)N2CCCC2)cc1Cl	-4	0	0	-3	-0.6	-4	-1.5	-0.2	-0.3	-1.1	-1.6
COc1cc(NC(=O)c2nccn2C)cc(C(=O)Nc2cccc(C(F)(F)F)c2)c1	10&5	-28&-24	3&-2	1&-3	0.5&1.4	-8&0	0.5&-0.1	-0.1&-0.3	-5.3&-3.1	4.3&-0.2	3.6&5.5
Cc1ccc(OCC(=O)Nc2ccc(S(=O)(=O)N(C)C3CCN(C)CC3)cc2)c(C)c1	-17	-2	9	-7	1.2	-7	-1.2	0.7	0.0	0.9	-0.4
O=C(CCc1nc(-c2ccccc2F)no1)NCCc1cccc(F)c1	13	-9	-1	2	·	-3	-1.0	-0.6	·	3.3	-1.4
COc1ccc(OC(=O)N(C)C[C@@H]2OCc3cn(nn3)CCCC(=O)N([C@H](C)CO)C[C@H]2C)cc1	8	-18	0	-5	·	2	-1.5	2.9	·	0.2	0.8
CC1=C(C(=O)N2CCCCCC2)CC(CC(=O)NC2CCCC2)C(=O)N1Cc1ccc(C(C)(C)C)cc1 (centres undefined)	-8	3	2	-2	·	4	-0.7	-0.5	·	6.1	-1.5
CCCn1c(SCC(=O)NCc2ccc3c(c2)OCO3)n[nH]c1=O	14	-7	9	0	0.9	-9	-1.2	-3.1	1.0	-0.5	1.4
O=[N+]([O-])c1cc(Cl)cc(C2=NCCN2)c1	5	4	4	1	0.1	4	-1.1	-1.9	0.0	-0.7	-0.1

Bioassay records (PubChem BioAssay)
